Htt clearance: mutant huntingtin protein clearance; HeLa Exon1htt(103Q)mCFP, aggregate imaging; zero = plate's median compound well; inhibition, % at 1.5 µM; actives 0.42% (n = 47,000); AID 853;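 active = inhibition of aggregate fluorescence above about 70%, also judged a hit by eye on the cell image, limit read from the data, passing the limit was not always enough; inconclusive = no rule stated for this call; inactive = not judged a hit on image review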;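 also: cells exposed to compound for three days before fixation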
Htt clearance grain fraction: second read-out of Htt clearance, no call of its own (marks repeat the call); fraction fluorescence in grains; measured here: aggregate grain fluorescence fraction; stronger effect = lower value;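 scaled fraction of total cell fluorescence in grains with unit not stated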
Numbers without * were called inactive; ? = inconclusive; . = not tested or not shown.

SMILES	Htt clearance	Htt clearance grain fraction
COC(=O)c1cc(Br)c(=O)n(-c2ccc(OC)cc2)c1	-37	23
CCn1c(SCCN2CCCCC2)nnc1-c1ccc(S(=O)(=O)N2CCOCC2)cc1	-11	34
CSC(=NS(=O)(=O)c1ccccc1)SC	-65	62
CN(C)CCN1C(=O)c2oc3ccccc3c(=O)c2C1c1cccc(Br)c1 (stereo not drawn)	-10	44
C=CCn1c(=O)c(C#N)cc2c(=O)n3ccccc3nc21	13	33
O=C(Nc1ccc(F)cc1)N(CCCN1CCOCC1)Cc1cc2cc3c(cc2[nH]c1=O)OCCO3	-30	47
O=C(COC(=O)C1CCN(C(=O)c2ccc(Cl)cc2)CC1)c1ccco1	0	37
CS/C(=N\S(=O)(=O)c1cccs1)Nc1ccc(N2CCOCC2)cc1	-2	39
CCn1c(SCC(=O)Nc2nc3c(s2)CCCC3)nnc1-c1ccccc1	12	35
CCOC(=O)c1ccc(NC(=O)COc2ccc(S(=O)(=O)NC(C)C)cc2)cc1	-45	27
O=C(CCCN1C(=O)c2ccccc2C1=O)N1CCc2ccccc2C1	-82	76
Cc1csc2nc(CCNS(=O)(=O)c3ccc4c(c3)OCCO4)cn12	12	29
Cc1ccc2cc(CCNC(=O)c3c(-c4ccccc4Cl)noc3C)c(=O)[nH]c2c1	-1	41
Cc1nc(NC(=O)c2cccnc2)ccc1Br	10	42
CCS(=O)(=O)NCCc1cc2c(OC)ccc(OC)c2[nH]c1=O	-12	52
CC(=O)c1ccc(-n2nncc2C)cc1	35	24
COc1ccc(CN2CCCCC2C(=O)Nc2ccc(OC)c(OC)c2)cc1OC (stereo not drawn)	-3	46
COc1ccc(-c2noc(C3CCCN(C(=O)c4cccs4)C3)n2)cc1 (stereo not drawn)	15	24
N=C1C(c2nc3ccccc3s2)=C(O)CN1Cc1ccccc1	-99	38
CCC(=O)N1Cc2ccccc2-c2ccccc2C1=O	-51	28

No new results follow: 5 of the compounds above.
SMILES	Htt clearance	Htt clearance grain fraction
O=C(CCCN1C(=O)c2ccccc2C1=O)N1CCc2ccccc2C1	-82	76
Cc1csc2nc(CCNS(=O)(=O)c3ccc4c(c3)OCCO4)cn12	12	29
Cc1ccc2cc(CCNC(=O)c3c(-c4ccccc4Cl)noc3C)c(=O)[nH]c2c1	-1	41
Cc1nc(NC(=O)c2cccnc2)ccc1Br	10	42
CCS(=O)(=O)NCCc1cc2c(OC)ccc(OC)c2[nH]c1=O	-12	52

By substructure, the compounds so far with a Cl atom.
SMILES	Htt clearance	Htt clearance grain fraction
O=C(COC(=O)C1CCN(C(=O)c2ccc(Cl)cc2)CC1)c1ccco1	0	37
Cc1ccc2cc(CCNC(=O)c3c(-c4ccccc4Cl)noc3C)c(=O)[nH]c2c1	-1	41

Further records.
SMILES	Htt clearance	Htt clearance grain fraction
Cc1c(O)c(CN2CCCC2)cc2c3c(c(=O)oc12)CCC3	-58	58
C=CCn1c2ccccc2c2nnc(SCC(=O)Nc3cc(C)on3)nc21	3	19
C=CCSc1nc2c(c(=N)n1CC=C)C1CCCC1S2 (stereo not drawn)	27	26
COC(=O)[C@H](CCSC)NC(=O)Nc1ccc(OC)c(Cl)c1	-18	43
Cn1c(=O)c2c(nc(NC3CCCCC3)n2Cc2ccccc2)n(C)c1=O	-44	59
CCOCCCn1c(=N)c(C(=O)Nc2cc(C)on2)cc2c(=O)n3ccccc3nc21	44	11
CCOC(=O)CNC(=O)CSc1nnc(SCC(=O)NCC(=O)OCC)s1	-111	44
COc1ccc([C@H]2[C@H](C(=O)C(C)(C)C)N3N=Cc4ccccc4C3[C@]23N=C(c2ccccc2)OC3=O)cc1 (stereo partly drawn)	23	27
Cc1cccc(N2CC(O)=C(c3nc4ccccc4n3C)C2=N)c1	17	33
O=C(Cc1ccccc1)NC(NNc1ccccc1)(C(F)(F)F)C(F)(F)F	-12	23
CCOc1ccc(C(C(=O)NC2CCCCC2)N(C(=O)c2ccco2)c2ccc(-n3cnnn3)c(C)c2)cc1 (stereo not drawn)	-24	22
OCc1nnc2c3ccccc3c(-c3ccccc3)nn12	15	24
CCc1nc2c(C#N)c(-c3ccc(Cl)cc3)ccn2n1	-56	31
COc1cccc(-n2nnc3c(=O)n(CC(=O)N4CCCCC4)cnc32)c1	-31	46
CC1=C(C(=O)NCc2ccccc2)C(c2cccs2)n2ncnc2N1 (stereo not drawn)	9	30
O=S(=O)(Cc1ccccc1)N1CCCC(c2nc(-c3ccc(F)cc3)no2)C1 (stereo not drawn)	-7	39
c1cnc(N2CC[N+]3(CCCC3)CC2)nc1	1	30
O=c1[nH]c(CN2CCCCC2)nc2c1C1(CCCC1)Cc1ccccc1-2	-72	33
COc1ccc(NC(=O)CCOc2ccccc2)c(OC)c1	14	32
FC(F)(F)c1cc(-c2ccccc2)nc(N2CCOCC2)n1	-32	53
Cn1nc(-c2ccccc2)c(CSc2ccccc2Cl)c1Cl	23	16
CC(=O)[C@@H]1[C@@H]2C(=O)N(Cc3ccccc3)C(=O)[C@@H]2C2c3ccccc3C=CN21 (stereo partly drawn)	31	27
Cc1ccc(OCc2nnc(SCc3nc4ccccc4[nH]3)n2Cc2ccco2)cc1	22	34
CN(C)C(=O)CSc1nnc(Cc2ccccc2)n1Cc1ccco1	-74	32
COc1ccc(OC)c(-n2cc3c(=O)n(C)c(=O)n(C)c3c2)c1	39	23
COc1ccccc1NC(=O)CC(NCCN(C)C)C(=O)O (stereo not drawn)	0	28
O=C1c2ccccc2NC(c2ccncc2)N1c1ccccn1 (stereo not drawn)	-28	26
CCOC(=O)c1sc(=S)n(-c2ccccc2Cl)c1SC	-1	22
CCOC(=O)c1nnc(-c2cccs2)nc1Oc1ccccc1C(=O)OC	23	16
Cc1ccn2c(NC3CCCCC3)c(C(C)C)nc2c1	-83	33
COc1ccccc1CC(=O)NCCc1ccc(S(N)(=O)=O)cc1	-18	24
CCC(=O)Nc1ccc(NC(=O)c2cc3ccccc3o2)cc1	-40	52
O=C(CC(=O)Nc1ccccn1)Nc1ccccn1	-10	43
CCN(c1ccccc1)S(=O)(=O)c1ccc(Oc2ccc(-n3ccnc3)cc2)nc1	-31	45
O=C(CSc1nc(-c2ccc(F)cc2)cc(C(F)(F)F)n1)NCc1ccco1	?	.
COc1ccc(N(C)S(=O)(=O)c2ccc3c(c2)CCC(=O)N3)cc1	-8	22
COc1ccccc1CNc1nc2nc(C)cc(=O)n2[nH]1	-109	41
CCCc1c(C)c(C#N)c2nc3ccccc3n2c1NCCCN1CCOCC1	-8	33
COc1ccc(NC(=O)CN2CCC(C(N)=O)CC2)cc1	-11	45
O=C1CC(=C2c3ccccc3-c3ccccc32)C(=O)N1CCN1CCN(c2ccccc2)CC1	-35	26
O=C(CCSc1ccc(Cl)cc1)c1cccs1	30	27
COC(=O)c1nonc1NCn1nnc2ccccc21	-8	32
Cc1nc(-c2ccc(O)c(O)c2)cs1	-25	25
Cc1ccc2[nH]c(=O)c(CN(Cc3ccc4c(c3)OCO4)Cc3nnnn3Cc3ccco3)cc2c1	-27	24
CCN1C(=O)CSc2ccc(C(=O)NC3CCCCC3)cc21	-41	48
CCn1c(SCC(=O)OC)nc2sc3c(c2c1=O)CCC3	-4	40
COc1ccc(CNC(=O)c2cc(-c3ccccc3OC)on2)cc1	-13	35
COC(=O)c1ccc(NC(=O)c2ccccc2NS(=O)(=O)c2ccccc2)cc1	20	25
N#CC1=C(N)N2C(=C(C#N)C13CCN(Cc1ccccc1)CC3)Nc1ccccc12	56	17
Cc1ccc(-c2cc(-c3ccc(C)o3)nc(N)c2C#N)cc1	5	29

(next part)
SMILES	Htt clearance	Htt clearance grain fraction
O=C1c2ccccc2C(=O)N1c1cccc(-c2nc3ccccc3o2)c1	-82	39
C=CCn1c(-c2ccccc2)ccc(C#N)c1=O	-17	24
Fc1cccc(Nc2nc3ccccc3n3nnnc23)c1	-57	64
O=C(CSc1ccc(Cl)cc1)Nc1ccc(N2CCN(C(=O)c3ccco3)CC2)cc1	11	33
COc1cc(NC(=O)c2csc3c2CCCC3)ncn1	49	18
CCCOc1ccc(C2C(C(=O)c3ccc(C)o3)=C(O)C(=O)N2CCCn2ccnc2)cc1 (stereo not drawn)	-23	20
COc1ccc(-c2cc(OC)c3c(C)oc(C)c3c(=O)c2)cc1OC	8	19
COC(=O)Cc1c(C)c2ccc(OCC(C)=O)c(C)c2oc1=O	30	13
COc1ccc(NC(=O)COC(=O)c2c(C)noc2C)c(OC)c1	11	34
COc1ccc(S(=O)(=O)NCC(c2cccnc2)N2CCN(c3ccc(F)cc3)CC2)cc1C (stereo not drawn)	16	16

Looked up by compound from above:
SMILES	Htt clearance	Htt clearance grain fraction
COc1cc(NC(=O)c2csc3c2CCCC3)ncn1	49	18
O=C1c2ccccc2C(=O)N1c1cccc(-c2nc3ccccc3o2)c1	-82	39
COC(=O)Cc1c(C)c2ccc(OCC(C)=O)c(C)c2oc1=O	30	13

The listing continues.
SMILES	Htt clearance	Htt clearance grain fraction
N/C(=N\OC(=O)c1ccccc1Cl)c1cccnc1	-11	22
CC(C)c1ccc2oc(=O)cc(CN3CCN(c4ccc(F)cc4)CC3)c2c1	28	28
CCN(CCNC(=O)C1CCCN(Cc2nc(-c3ccc(OC)cc3)oc2C)C1)c1ccccc1 (stereo not drawn)	10	33
O=C(CSc1ccccc1Cl)N1CCC(c2nc3ccccc3s2)CC1	-2	22
C=CCSc1nc(C)c(CC=C)c(=O)[nH]1	-13	22
c1ccc2c(-c3nc(C4CCCCC4)no3)cc(-c3ccncc3)nc2c1	-4	21
Cc1nc(N(C)C)c2sc(=S)n(C)c2n1	66	15
CCC12CC3CC(C1)CC(C(=O)O)(C3)C2	4	35
Cc1cc(C)nc(SCCC(=O)Nc2ccccc2)n1	-37	53
CS(=O)(=O)N(CC(=O)NCC1CCCO1)c1cc(Cl)cc(Cl)c1 (stereo not drawn)	-4	19

Part of the list above, with values under each structure.
Each structure is followed by: Htt clearance | Htt clearance grain fraction
> CCN(CCNC(=O)C1CCCN(Cc2nc(-c3ccc(OC)cc3)oc2C)C1)c1ccccc1 (stereo not drawn)
    10 | 33
> O=C(CSc1ccccc1Cl)N1CCC(c2nc3ccccc3s2)CC1
    -2 | 22
> C=CCSc1nc(C)c(CC=C)c(=O)[nH]1
    -13 | 22
> c1ccc2c(-c3nc(C4CCCCC4)no3)cc(-c3ccncc3)nc2c1
    -4 | 21
> Cc1nc(N(C)C)c2sc(=S)n(C)c2n1
    66 | 15
> CCC12CC3CC(C1)CC(C(=O)O)(C3)C2
    4 | 35

Later entries:
SMILES	Htt clearance	Htt clearance grain fraction
CS(=O)(=O)c1ccc(N)cc1	21	39
COc1ccc(-c2nn3c(-c4ccco4)nnc3s2)cc1OC	10	18
O=C(O)C1C(c2ccccc2)C(C(=O)OCCCO)C1c1ccccc1 (stereo not drawn)	-2	37
COc1ccccc1N1CCN(c2nc(-c3ccccc3)cc(C(F)(F)F)n2)CC1	6	35
COc1ccccc1NC(=O)CN1C(=O)C(C)Oc2ccccc21 (stereo not drawn)	-39	51
CCOC(=O)CSc1ncc(-c2ccccc2)nn1	-12	36
COc1ccccc1N1CCN(S(=O)(=O)c2c(C)ccc3nsnc23)CC1	50	9.9
Nc1nc2n(n1)C(c1cccc(Br)c1)CC(c1ccccc1)N2 (stereo not drawn)	-27	39
CC(C)N1C(=O)S/C(=C/c2ccc3c(c2)n(C)c(=O)n3C)C1=O	-6	22
Cc1c(NC(=O)CSc2nnnn2C)c(=O)n(-c2ccccc2)n1C	-23	48
Cc1ccc2c(c1)N(CC(=O)NCc1cccs1)C(=O)C(C)O2 (stereo not drawn)	31	27
Cc1ccc(S(=O)(=O)CCc2nnc(N)s2)cc1C	54	8.7
NC(=O)CSc1nnc(-c2ccc(S(=O)(=O)N3CCCC3)cc2)o1	-23	21
CCOC(=O)CN(C(=O)CCC(=O)Nc1cc(C)on1)C(C(=O)NC1CCCC1)c1cccnc1 (stereo not drawn)	-42	55
Cc1cc(NC(=O)c2cccc(C(=O)Nc3cc(C)on3)n2)no1	24	16
CC(C)Sc1nc(O)c(Cc2ccccc2)c(=O)[nH]1	-5	24
Cc1ccc(NC(=O)CS(=O)CC(=O)Nc2ccc(N3CCOCC3)cc2)cc1Cl (stereo not drawn)	6	35
COc1ccc(CCNC(=O)c2cc(-c3ccccc3OC)on2)cc1OC	-9	20
COc1ccc(-c2ccc(C#N)c(SCC(=O)Nc3sc4c(c3C#N)CCC4)n2)cc1OC	-56	36
O=S(=O)(O)c1nc2ccccc2n1CCOc1ccccc1	-54	53
CCCn1c(=N)n(CCOc2ccc(OC)cc2)c2ccccc21	-22	46
O=C(CSc1nnc(-c2ccco2)n1-c1ccccc1)NCCc1ccccc1	22	29
Cc1ccc2nc(-c3cccc(N)c3)[nH]c2c1	3	16
c1ccc(-c2cnc(SCCN3CCOCC3)n2CC2CCCO2)cc1 (stereo not drawn)	36	11
COc1ccc(C(=O)/C=C/Nc2c(C)n(C)n(-c3ccccc3)c2=O)cc1OC	-19	42
O=C(c1ccco1)N1CCn2c1nc1ccccc12	25	15
Cc1ccc(S(=O)(=O)c2nc(S(=O)(=O)c3ccc(C)cc3)c(NCc3ccco3)s2)cc1	0	22
CO/N=C/CC(=O)Nc1ccc(F)cc1F	12	19
COc1ccc(Br)cc1CNC(=O)C1CCCN(c2nc3ccccc3o2)C1 (stereo not drawn)	27	31
O=C(O)COc1ccccc1O	-20	41
CCOC(=O)c1c(NC(=O)c2c(Br)cnn2C)c(C#N)nn1-c1ccccc1	18	29
CCCOc1cc(CC(=O)NCc2ccco2)ccc1OC	-8	18

Screening results as filed in PubChem.

A portion of the library; the hit share may differ from the screen's.
